# Jurkat NFkB inh = lowers PMA/ionomycin-induced NF-kB signal in Jurkat cells; PMA/ionomycin-induced NF-kB luciferase reporter, luminescence; inhibition, % at 4 µM; 330,000 compounds, 0.53% hits
# Apaf1 inhib = blocks human Apaf-1 apoptosome activity. reconstituted apoptosome caspase-3 activity, DEVD-Rh110 fluorescence. 330,000 compounds, 0.71% hits. O14727. inhibition, % at 20 µM. AID 489030; active means inhibition of at least 40% at 20 µM;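 further: plate controls were DMSO wells for no effect and DEVD-CHO caspase inhibitor wells for full effect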
#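 detection = Rh110 fluorescence intensity | test system = biochemical Apaf-1 apoptosome reconstitution | also added = cytochrome c and DEVD-Rh110 substrate | schedule = 30 min plus 50 min, RT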
# 697 NFkB inh = inhibitors of the PMA/ionomycin-induced NF-kB reporter in 697 B cells; 697 B-cell NF-kB luciferase reporter, 16 h; inhibition, % at 4 µM; 330,000 compounds, 0.33% hits; in the data active means inhibition above about 35%
# CCR6 antag = blocks CCL20-driven beta-arrestin recruitment at human CCR6; inhibition, % at 20 µM; 340,000 compounds, 0.49% hits; CHO-K1 CCR6 PathHunter beta-arrestin, luminescence, CCL20-stimulated; AID 493098; P51684;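 active means compounds whose inhibition of the agonist-driven luminescence signal at 20 µM reaches about 50%, limit read from the data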;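 further: cells stimulated with CCL20 at 14 nM final; plate controls were DMSO with CCL20 for no effect and DMSO without agonist for full effect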
# Target sequence (P51684 whole entry, looked up): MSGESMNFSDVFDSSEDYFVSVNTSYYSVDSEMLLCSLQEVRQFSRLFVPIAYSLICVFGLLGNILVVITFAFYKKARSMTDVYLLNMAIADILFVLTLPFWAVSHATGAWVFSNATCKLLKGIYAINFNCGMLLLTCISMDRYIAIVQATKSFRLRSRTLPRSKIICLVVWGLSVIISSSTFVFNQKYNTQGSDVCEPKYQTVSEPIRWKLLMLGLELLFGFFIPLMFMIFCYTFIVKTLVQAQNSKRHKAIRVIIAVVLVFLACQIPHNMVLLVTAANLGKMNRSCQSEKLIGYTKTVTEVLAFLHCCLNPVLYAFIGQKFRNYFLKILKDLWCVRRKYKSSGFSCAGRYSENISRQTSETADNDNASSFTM
# SENP8 inh = inhibitors of human SENP8 protease | Q96LD8 | purified SENP8, Z-RLRGG-aminoluciferin cleavage, luminescence | inhibition, % at 10 µM | 330,000 compounds, 1.2% hits | AID 2540
# UBC13 inh = blocks human UBC13 polyubiquitin chain formation. 330,000 compounds, 0.47% hits. inhibition, % at 20 µM. P61088. AID 485273. TR-FRET; in the data active means inhibition above about 45%, passing the limit was not always enough
# Target sequence (P61088 whole entry, looked up): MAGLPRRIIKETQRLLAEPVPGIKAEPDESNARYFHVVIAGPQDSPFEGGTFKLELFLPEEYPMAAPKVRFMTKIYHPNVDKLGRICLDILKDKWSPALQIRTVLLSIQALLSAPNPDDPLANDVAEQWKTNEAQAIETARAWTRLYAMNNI
# Gli-Sufu antag = blocks Gli-Sufu signaling in a luciferase reporter | Sufu-KO-LIGHT fibroblasts, Gli luciferase reporter luminescence | 340,000 compounds, 0.74% hits | inhibition, % at 5 µM | AID 588413;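 active means inhibition above about 55%, limit read from the data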;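 further: 0% = DMSO-treated cells and 100% = wells with medium but no cells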
# EBI2 block = antagonists of human EBI2 receptor; P32249; EBI2 beta-arrestin recruitment, luminescence, 7a,25-OHC stimulated; inhibition, % at 5 µM; 360,000 compounds, 0.81% hits; in the data active means inhibition above about 38%;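 further: enzyme fragment complementation signal reports receptor beta-arrestin coupling in cells; 0% = agonist plus DMSO wells and 100% = wells without agonist; some results beyond the cut were filed as inactive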
# Target sequence (P32249 whole entry, looked up, the tested form may be a part): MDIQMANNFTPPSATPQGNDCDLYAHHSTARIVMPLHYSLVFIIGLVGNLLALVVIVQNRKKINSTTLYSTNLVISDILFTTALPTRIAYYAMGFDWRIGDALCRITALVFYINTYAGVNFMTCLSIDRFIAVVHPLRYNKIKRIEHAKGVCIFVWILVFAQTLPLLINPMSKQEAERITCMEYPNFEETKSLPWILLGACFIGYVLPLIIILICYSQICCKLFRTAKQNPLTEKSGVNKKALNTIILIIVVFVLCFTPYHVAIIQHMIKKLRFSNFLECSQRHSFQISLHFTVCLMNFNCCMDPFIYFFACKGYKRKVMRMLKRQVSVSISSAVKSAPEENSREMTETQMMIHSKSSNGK
# * marks the source's active call; other numbers are inactive results; . = not tested or not shown. Unless noted, no stated cut-off is given here; in the data, active means inhibition above about 50%; inactive means the rest. Only part of the results is shown. The share of hits here may be higher or lower than overall.
compound,UBC13 inh,Gli-Sufu antag,697 NFkB inh,SENP8 inh,Apaf1 inhib,CCR6 antag,Jurkat NFkB inh,EBI2 block
CC(=O)c1cc(CN2CCC(N3CCC(C(=O)N4CCCC4)CC3)CC2)cs1,3,13,2,-4,6,19,19,3
COc1ccc(NC(=O)Cn2nc(C(F)(F)F)c3c2CCCC3)c(OC)c1,7,7,-9,1,3,-2,-7,-3
CSc1ccccc1NC(=O)Nc1cccc(Cl)c1Cl,-5,-1,-11,-1,-1,-3,-8,6
CC(=O)Nc1cccc(NC(=O)CSc2nnc(Cc3cccn3C)n2-c2ccc(F)cc2)c1,8,-7,12,-6,-11,6,5,-7
COc1cccc(C(=O)NCCC2=CCCCC2)c1,-4,-104,-228,-19,8,7,-113,3
c1ccc(-n2cnc3ccccc32)cc1,1,-25,-15,-5,-5,5,-4,-2
CCOC(=O)C1CCN(S(=O)(=O)c2c(C)noc2C)CC1,-3,20,-5,-12,1,10,12,12
COc1cccc(CN2CCN(Cc3cccn3-c3cccnc3)CC2CCO)c1 (stereo not drawn),2,13,3,-5,-8,-18,12,-4
CCN(CC)CCn1c2ccccc2c2cnc(N)c(C#N)c21,19,-75,2,-2,-4,2,-13,3
CCOC(=O)CNC(=O)COc1ccc(Cl)cc1Br,6,6,-1,-5,-6,-22,-2,-8
CC1CCCCN1C(=O)CN1C(=O)CN(C)C(=O)c2ccccc21 (stereo not drawn),5,3,8,2,-3,1,-1,-7
CCC(C)c1ccccc1NC(=O)C(C)N(C)Cc1cccc(OC)c1 (stereo not drawn),18,2,-5,-2,-3,17,-2,17
CCOc1ccc(C(=O)COC(=O)Cn2cnc3c2c(=O)n(C)c(=O)n3C)cc1,-13,3,0,-3,-2,6,7,-21
O=c1[nH]c(Cc2ccc(F)cc2)nc2scc(-c3ccc(F)cc3)c12,-4,12,-62,4,21,-2,-3,9
CCOC(=O)N1CCC(Nc2c(NCCCN(CC)c3cccc(C)c3)c(=O)c2=O)CC1,10,-9,-3,2,11,14,13,-3

# (next part)
compound,UBC13 inh,Gli-Sufu antag,697 NFkB inh,SENP8 inh,Apaf1 inhib,CCR6 antag,Jurkat NFkB inh,EBI2 block
CN1C(C)(C)CC(NC(=O)CCC(=O)NC2CC(C)(C)N(C)C(C)(C)C2)CC1(C)C,0,16,-10,4,8,2,-17,6
COCCCn1c2nc3ccccc3nc2c2c(=O)n(Cc3cccs3)cnc21,3,.,28,4,-1,.,9,.
Cc1nnc(SCC(=O)Nc2ccccc2NC(=O)CSc2nnc(C)s2)s1,-8,2,6,0,-8,-12,1,-17
O=S(=O)(O)c1nc2ccccc2[nH]1,3,4,19,-7,0,7,-8,7
COc1ccc(NS(=O)(=O)c2cccc(C(=O)NN=Cc3ccc(OC)c(O)c3)c2)cc1,10,7,8,3,-9,4,14,-7
CCOc1ccc(N(CC(N)=O)S(=O)(=O)c2ccc(F)cc2)cc1,2,3,18,-6,1,0,-3,3
COC(C[C@H](O)C[C@H](O)[C@H](C)OCc1ccccc1)OC,-7,-8,-13,0,-7,9,2,-2
COc1ccccc1N1C(=O)CSC1=NC(=O)c1ccccc1,4,-4,7,-2,-1,-3,-9,-3
COc1ccc(CC(=O)NCCCc2ccccc2)cc1OC,-2,18,-2,-3,11,14,-13,1
COc1ccccc1NC(=O)Cc1noc(CSc2cccc[n+]2[O-])n1,1,-1,1,-11,6,13,-10,-1
CN(C)S(=O)(=O)c1ccc(N/C=C(\[N+](=O)[O-])S(=O)(=O)c2ccccc2)cc1,-7,-1,-19,-13,3,6,-7,-5
Cc1noc(C)c1C(=O)N(CC(C)C)c1nc2ccccc2s1,-1,-1,-26,-3,18,19,1,16
CCN(CC)C(=O)NC(c1ccc(C)c(F)c1)C(Cl)(Cl)Cl (stereo not drawn),-10,14,-11,-10,6,-9,1,5
COc1ccc(CCNC(=O)Cn2cnc3c(cnn3-c3ccccc3Cl)c2=O)cc1OC,7,-8,14,2,-21,-4,14,4
CCN(CC)S(=O)(=O)c1cc(C(=O)Nc2ccccc2C(=O)O)ccc1OC,-7,0,-6,-9,0,2,7,-15

# 15 of the compounds above, with values under each structure:
# Second line of a record: UBC13 inh	Gli-Sufu antag	697 NFkB inh	SENP8 inh	Apaf1 inhib	CCR6 antag	Jurkat NFkB inh	EBI2 block
CN1C(C)(C)CC(NC(=O)CCC(=O)NC2CC(C)(C)N(C)C(C)(C)C2)CC1(C)C
    0	16	-10	4	8	2	-17	6
COCCCn1c2nc3ccccc3nc2c2c(=O)n(Cc3cccs3)cnc21
    3	.	28	4	-1	.	9	.
Cc1nnc(SCC(=O)Nc2ccccc2NC(=O)CSc2nnc(C)s2)s1
    -8	2	6	0	-8	-12	1	-17
O=S(=O)(O)c1nc2ccccc2[nH]1
    3	4	19	-7	0	7	-8	7
COc1ccc(NS(=O)(=O)c2cccc(C(=O)NN=Cc3ccc(OC)c(O)c3)c2)cc1
    10	7	8	3	-9	4	14	-7
CCOc1ccc(N(CC(N)=O)S(=O)(=O)c2ccc(F)cc2)cc1
    2	3	18	-6	1	0	-3	3
COC(C[C@H](O)C[C@H](O)[C@H](C)OCc1ccccc1)OC
    -7	-8	-13	0	-7	9	2	-2
COc1ccccc1N1C(=O)CSC1=NC(=O)c1ccccc1
    4	-4	7	-2	-1	-3	-9	-3
COc1ccc(CC(=O)NCCCc2ccccc2)cc1OC
    -2	18	-2	-3	11	14	-13	1
COc1ccccc1NC(=O)Cc1noc(CSc2cccc[n+]2[O-])n1
    1	-1	1	-11	6	13	-10	-1
CN(C)S(=O)(=O)c1ccc(N/C=C(\[N+](=O)[O-])S(=O)(=O)c2ccccc2)cc1
    -7	-1	-19	-13	3	6	-7	-5
Cc1noc(C)c1C(=O)N(CC(C)C)c1nc2ccccc2s1
    -1	-1	-26	-3	18	19	1	16
CCN(CC)C(=O)NC(c1ccc(C)c(F)c1)C(Cl)(Cl)Cl (stereo not drawn)
    -10	14	-11	-10	6	-9	1	5
COc1ccc(CCNC(=O)Cn2cnc3c(cnn3-c3ccccc3Cl)c2=O)cc1OC
    7	-8	14	2	-21	-4	14	4
CCN(CC)S(=O)(=O)c1cc(C(=O)Nc2ccccc2C(=O)O)ccc1OC
    -7	0	-6	-9	0	2	7	-15

# (further entries)
compound,UBC13 inh,Gli-Sufu antag,697 NFkB inh,SENP8 inh,Apaf1 inhib,CCR6 antag,Jurkat NFkB inh,EBI2 block
Cc1ccc2nc(Cl)c(-c3ccccc3)cc2c1,-7,-20,-37,-15,13,7,-19,5
COc1ccc(-n2cc(CN(C)Cc3n[nH]c(=O)[nH]3)c(-c3cccc(F)c3)n2)cc1,2,11,-4,-3,7,-5,10,1
CCC(CO)Oc1cc(NC(=O)c2ccc([N+](=O)[O-])cc2)c2ncn(C(C)C)c2c1 (stereo not drawn),-6,-5,12,12,8,-9,1,0
Cc1ccc(S(=O)(=O)NCC(=O)N2CCN(S(=O)(=O)c3ccc(Cl)cc3)CC2)cc1C,1,-6,18,-9,15,5,-7,-6
CC(Cc1cccs1)NC(=O)c1cccs1 (stereo not drawn),10,-45,-19,0,-12,-1,-22,-8
Cc1cc(OC(=O)c2ccco2)c2c(C)cc(=O)oc2c1,8,3,13,-1,-17,-6,-8,-16
Cc1ccc(OCC(=O)OC(C)C(=O)NC2CCCCC2C)cc1C (stereo not drawn),5,3,2,-2,2,11,-13,9
COC(=O)c1[nH]c2cc(OC)ccc2c1NC(=O)CCN1CCSCC1,-6,9,-16,-2,8,4,-1,-1
COC(=O)c1ccc(/C=N/N2CCN(Cc3ccc(Cl)cc3)CC2)cc1,5,-8,-3,-7,-12,9,9,0
COc1ccc(C(=O)CCC(=O)N2CCN(c3ccc(N4CCOCC4)nn3)CC2)cc1,12,7,22,-1,-8,-3,5,-9
O=C(CN1CCN(c2ccccc2)CC1)N/N=C/c1cccc(F)c1,9,1,5,5,2,4,7,-3
C=CCN(C(=O)c1ccccc1)c1ccc(OC)cc1,1,-7,-10,-11,-3,6,33,0
CC(Oc1ccccc1)C(=O)Nc1ccc(F)c(S(=O)(=O)N2CCOCC2)c1 (stereo not drawn),-1,39,2,-1,11,15,-9,0
Cc1cc(C)c(NC(=O)C(C)c2cccc(C(=O)c3ccccc3)c2)c(C)c1 (stereo not drawn),2,1,6,2,12,19,-2,9
CCn1c(SCC(=O)NCc2ccc(F)cc2)nc2c(c1=O)SC(C)C2 (stereo not drawn),-8,7,15,-1,8,5,1,-10

# Further structures.
compound,UBC13 inh,Gli-Sufu antag,697 NFkB inh,SENP8 inh,Apaf1 inhib,CCR6 antag,Jurkat NFkB inh,EBI2 block
CC(=O)n1cc([C@H]2C=C(C(=O)N3CCOCC3)O[C@@H](OCc3ccc(CO)cc3)C2)c2ccccc21,26,7,-4,-2,11,3,-3,3
CC(Sc1ncnc2sc(-c3ccccc3)cc12)C(=O)NCC1CCCO1 (stereo not drawn),-4,-6,-26,-7,19,9,1,26
COc1ccc(NC(=O)CN2C(=O)NC3(CCCCC3C)C2=O)cc1OC (stereo not drawn),9,-4,21,-3,5,7,5,3
O=S1(=O)CCN(OCc2ccc(F)cc2Cl)CC1,-4,-5,9,-2,1,5,-9,-1
COc1ccc(-c2nc(N)nc(C(F)(F)F)c2-c2ccccc2OC)c(O)c1,0,3,15,9,16,-6,-17,8
Cc1ccc(Cl)cc1NC(=O)CN1C(=O)COc2ccc(S(=O)(=O)N3CCOCC3)cc21,0,-6,7,7,-4,12,23,-1
CCCOc1ccc(Br)cc1/C=N/O,-4,13,-5,-12,17,-1,-2,-7
CC(C)(C)OC(=O)NCc1ccc(NC(=O)c2nc[nH]c2C(=O)NCCNC(=O)c2[nH]cnc2C(=O)Nc2ccc(CNC(=O)OC(C)(C)C)cc2)cc1,-11,4,15,8,8,17,62*,-26
S=C(NCc1ccco1)N1CCN(Cc2ccc(Cl)cc2Cl)CC1,0,-32,4,-1,32,-11,-4,13
CCN(CC)C(=O)COc1ccc(CC(=O)O)cc1OC,2,-1,13,-3,-4,5,14,6
Cc1ccc(CNC(=O)COc2ccc(C)nc2[N+](=O)[O-])cc1,-4,0,-29,11,8,-2,87*,-4
CC1CCN(C(=O)C2CCN(c3ncnc4c3nc3n4CCCCC3)CC2)CC1,35,34,-4,4,0,10,10,-1
COc1cc(OC)cc(-c2c(-c3ccc(F)cc3)c3cc(-c4ccc(OC)nc4)ccc3n2C)c1,29,7,15,3,15,10,-10,1
COc1cccc(C(=O)Cn2c(=O)n(CCC(=O)NCC3CCCO3)c(=O)c3cc(OC)c(OC)cc32)c1 (stereo not drawn),-6,-2,13,2,-18,5,8,0
CN(C)N=C1c2cc(S(=O)(=O)N3CCOCC3)ccc2-c2ccc(S(=O)(=O)N3CCOCC3)cc21,-19,10,-24,-5,7,7,-7,3

# The results go on:
compound,UBC13 inh,Gli-Sufu antag,697 NFkB inh,SENP8 inh,Apaf1 inhib,CCR6 antag,Jurkat NFkB inh,EBI2 block
CCN(N=O)[C@@H](Cc1ccccc1)CN(N=O)[C@@H](Cc1ccccc1)CN(C)N=O,-3,29,-1,-5,4,26,-7,6
CC1(C)CC(NC(=O)C(F)(F)F)CC(C)(C)N1OC(=O)c1ccco1,-5,8,-8,-4,0,3,-10,3
CC(C)c1ccc(S(=O)(=O)N2CCN(C(=O)[C@@H]3CCCN3C(=O)c3cccs3)CC2)cc1,-7,-2,-8,0,11,12,-4,1
CCOC(=O)c1nnn2c1nc(N1CCCCC1)c1ccccc12,1,6,8,-1,9,7,-7,-5
